core dimer inh: inhibitors of HCV core protein dimerization, primary screen, biochemical, TR-FRET, high-throughput; inhibition, % at 5 µM; TR-FRET GST/Flag-core106 dimerization, 1536-well; 0.33% of 300,000 active; AID 1899, 2009;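 active = inhibition above the mean of all tested compounds plus 3 SD, set per screening campaign, cut at about 45% in these data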
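System: GST-tagged and Flag-tagged HCV core protein residues 1-106 / Input: core106 proteins, GST 13.5 nM and Flag 17 nM / Buffer or medium: KF-containing HEPES buffer, pH 7.45, DTT, CHAPS, BSA / Probe or stimulus: Eu-anti-GST and XL665-anti-Flag labelled anti-tag antibodies / Schedule: 4 h, 22.5 °C incubation / Technique: TR-FRET 671 and 617 nm emission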
GASC-1 inh: inhibitors of GASC-1 histone demethylase, primary screen, biochemical, fluorescence, DELFIA europium; Lysine-specific demethylase 4C (Homo sapiens), Q9H3R0; GST-JMJD2C(1-420) H3K9me3 demethylation; AID 2099, 2009; inhibition, % at 2.35 µM; 0.069% of 330,000 active;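 active = more than half of a compound's replicate wells show inhibition beyond 50%, single wells judged on their own value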;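 also: signal counts dimethyl H3K9 product captured on neutravidin plate; 0% = median of DMSO wells and 100% = 0.3 times that DMSO median; strong numbers were not always called active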
PP5 inh: PP5 phosphatase inhibitors, primary screen, biochemical, fluorescence | purified PP5c, OMFP substrate fluorescence | inhibition, % at 6.7 µM | 0.18% of 320,000 active;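 active = inhibition above the campaign's mean inhibition across all tested compounds plus 3 SD, cut at about 9.5% in these data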;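 also: 0% = DMSO only and 100% = 100 µM cantharidin control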
Target sequence (P53041 whole entry, looked up): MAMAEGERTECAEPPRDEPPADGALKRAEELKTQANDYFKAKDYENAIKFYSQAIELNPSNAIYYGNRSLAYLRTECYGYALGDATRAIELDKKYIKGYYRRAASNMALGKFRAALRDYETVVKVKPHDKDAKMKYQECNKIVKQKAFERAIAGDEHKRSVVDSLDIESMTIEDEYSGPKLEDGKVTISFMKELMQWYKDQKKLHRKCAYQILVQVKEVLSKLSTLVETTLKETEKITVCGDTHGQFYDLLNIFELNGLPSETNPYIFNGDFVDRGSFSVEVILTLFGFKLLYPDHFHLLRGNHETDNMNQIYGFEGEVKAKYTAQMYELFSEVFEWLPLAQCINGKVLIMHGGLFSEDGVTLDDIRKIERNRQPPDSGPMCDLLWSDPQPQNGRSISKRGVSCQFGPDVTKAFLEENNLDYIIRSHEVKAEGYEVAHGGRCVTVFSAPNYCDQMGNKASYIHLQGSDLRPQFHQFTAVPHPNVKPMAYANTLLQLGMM
PP1 inh: PP1-alpha phosphatase inhibitors, primary screen, counter-screen for PP5 inhibitor project, biochemical, fluorescence, OMFP substrate, single point; purified PP1alpha; inhibition, % at 6.7 µM; 0.9% of 320,000 active; AID 2235, 2010;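 active = inhibition above the mean inhibition of all tested compounds plus 3 SD, computed separately for each screening campaign, cut at about 15% in these data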
Fh CTSL1 inh: Fasciola hepatica cathepsin L1 inhibitors, primary screen, counter-screen for PFM18AAP inhibitor project, biochemical, QFRET, fluorogenic peptide substrate | 0.49% of 300,000 active | inhibition, % at 5.96 µM | recombinant F. hepatica cathepsin L1, Z-Leu-Arg-MCA fluorescence | AID 1906, 2009;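 active = inhibition above the mean of all tested compounds plus 3 SD, set per screening campaign, cut at about 17% in these data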;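 also: 0% = plate median of test compound wells and 100% = 1 µM Z-Phe-Ala-diazomethylketone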
proCasp3 act: activators of human procaspase-3 D3A mutant, primary screen, biochemical, absorbance, PC-3 D3A mutant, single concentration; Caspase-3 (Homo sapiens), P42574; recombinant procaspase-3 D3A, Ac-DEVD-pNA absorbance 405 nm; activation, % at 8.5 µM; 0.11% of 330,000 active; AID 463141, 2010;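 active = activation above the mean of all tested compounds plus 3 SD, cut at about 21% in these data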;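 also: 0% = DMSO alone and 100% = DMSO wells spiked with extra 5 µM PC-3 D3A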
Target sequence (P42574 whole entry D9A/D28A/D175A): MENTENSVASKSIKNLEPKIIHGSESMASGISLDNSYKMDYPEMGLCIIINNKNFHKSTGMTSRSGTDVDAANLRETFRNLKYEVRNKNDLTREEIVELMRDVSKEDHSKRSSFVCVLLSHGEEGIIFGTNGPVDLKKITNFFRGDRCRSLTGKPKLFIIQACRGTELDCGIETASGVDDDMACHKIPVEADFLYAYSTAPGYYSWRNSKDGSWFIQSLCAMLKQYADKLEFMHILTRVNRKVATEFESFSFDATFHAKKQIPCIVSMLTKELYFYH
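System: Procaspase-3 D3A mutant. Medium: Zinc-free 300 mM NaCl, 50 mM HEPES, 0.01% Triton X-100. Schedule: 1 h preincubation plus 2 h reaction at 25 °C. Measured by: 405 nm absorbance of p-nitroaniline, reads at 0 and 120 min. Read-out: percent activation relative to control range.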
procasp7 counter: procaspase-7 activators, primary screen, counter-screen for procaspase-3 activator project, biochemical, absorbance, HTS, human; 0.093% of 330,000 active; recombinant procaspase-7, Ac-DEVD-pNA absorbance 405 nm; D23A/D198A/D206A triple mutant, cannot self-cleave; scale: DMSO 0, 5 µM enzyme 100; activation, % at 8.5 µM; AID 463210, 2010;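 active = percent activation above the screen-wide mean plus 3 SD, cut at about 25% in these data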
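Material: Procaspase-7 triple mutant (PC-7 D3A) | Quantity: 2 µM procaspase-7 mutant as dispensed | Reagent: DEVD-pNA substrate | Times: 1 h preincubation, 2 h reaction | Technique: 405 nm absorbance of p-nitroaniline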
TPT1 inhibitor: Candida albicans TPT1 enzyme inhibitors, primary screen, biochemical, fluorescence polarization; 0.81% of 300,000 active; inhibition, % at 5 µM; tRNA 2'-phosphotransferase TPT1 (Candida albicans SC5314); AID 1962, 2009; recombinant caTPT1, FP RNA substrate dephosphorylation;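 active = inhibition above the mean of all tested compounds plus 3 SD, set per screening campaign, cut at about 24% in these data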;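 also: plate controls were DMSO alone for no effect and ferristatin control at 100 nM for full effect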
Efflux pump mplx: inhibitors of Candida efflux pumps in yeast, primary screen, S. cerevisiae, Nile Red, multiplex. S. cerevisiae Candida pump triplex. inhibition, % at 10 µM. 0.44% of 330,000 active. AID 485275, 2010;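 active = plate passing quality check with inhibition over a set limit, or well fluorescence over plate mean plus 4 SD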;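 also: Nile Red retained in pooled yeast measured as flow cytometry median fluorescence; 0% = buffer negative control and 100% = Enniatin B positive control; higher means more Nile Red kept so more efflux inhibition; some compounds called inactive have numbers as strong as hits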
Numbers without * were called inactive; / = no result given. Rows were taken by chance (roughly 2.9% active in at least one column).

SMILES	core dimer inh	GASC-1 inh	PP5 inh	PP1 inh	Fh CTSL1 inh	proCasp3 act	procasp7 counter	TPT1 inhibitor	Efflux pump mplx
CCCCCCn1c(CN2CCN(C(=O)OCC)CC2)nc2c1c(=O)n(C)c(=O)n2C	-2	-15	0.7	-3	-1	4	-8	0	0.0
Cc1ccc(NC(=O)CSc2nncn2N)cc1C	3	-23	1.5	0	3	2	0	-4	-0.1
COC(CNC(=O)c1cc(C(=O)c2c(-c3c(Cl)cccc3Cl)noc2C)c[nH]1)OC	-1	-21	0.4	-9	-1	9	6	-3	0.1
COc1ccc(NS(=O)(=O)c2ccc(C)c(C(=O)O)c2)cc1	1	1	2.3	0	-3	-4	10	-1	-0.2
CCCCOc1ccc(C(=O)NCC2(c3ccccc3)CCOCC2)cc1	7	5	4.2	-5	-4	-1	-11	2	0.3
Cc1n[nH]c(C)c1S(=O)(=O)N1CCCC(C(=O)O)C1 (stereo unspecified)	/	1	/	/	/	5	4	/	-0.3
Cc1ccc(CNC(=O)CCC2CCCN(Cc3cccc4cccnc34)C2)o1 (stereo unspecified)	-3	-5	1.3	2	7	-3	-41	3	0.0
CSc1nc2sc3c(c2c(=O)[nH]1)CCc1ccccc1-3	0	13	2.7	1	2	3	14	-2	-0.1
COC(=O)c1[nH]c2cc(C)ccc2c1NC(=O)CN1CCN(C(=O)c2ccco2)CC1	-3	-6	3.5	6	-3	1	4	-4	0.0
O=C1C2C3c4ccccc4C(c4ccccc43)C2C(=O)N1c1cccc2cccnc12 (stereo unspecified)	0	4	2.4	-1	-1	5	5	0	2.6
CCC1=NN(C(=O)C(=O)NCCc2ccccc2)C(O)(C(F)(F)F)C1 (stereo unspecified)	-2	9	1.0	-6	0	-2	-3	-1	0.0
COc1ccccc1NS(=O)(=O)c1cccc(NC(=O)C2CC2)c1	/	-5	1.9	-4	/	-3	-4	/	0.3
O=C(Nc1cccc([N+](=O)[O-])c1)Nc1cnccn1	4	-1	2.8	-4	0	1	-1	1	-0.1
CN(NS(=O)(=O)c1ccc(Cl)cc1)c1ncc(C(F)(F)F)cc1Cl	4	9	2.9	-4	-3	-5	2	4	0.1
CCCc1c(C(=O)Nc2ccc(F)cc2F)cnn1-c1ccccc1	0	-2	0.4	-2	-2	5	11	-3	-0.1

Continuation.
SMILES	core dimer inh	GASC-1 inh	PP5 inh	PP1 inh	Fh CTSL1 inh	proCasp3 act	procasp7 counter	TPT1 inhibitor	Efflux pump mplx
CC(C)(C)Sc1ccc(/C=N/O)cc1[N+](=O)[O-]	-4	-2	0.2	-1	-1	-4	6	2	0.1
O=C(NN1CCN(Cc2ccccc2Cl)CC1)c1ccc(Cl)cc1	3	2	1.1	-2	-1	0	12	1	0.0
CCN(CC(=O)Nc1c(F)cccc1F)C(=O)c1cccc(S(=O)(=O)NCc2ccccc2)c1	2	0	0.5	-2	2	-2	3	-1	0.0
CCOC(=O)c1cnc(SCC(=O)c2ccc(C)cc2)nc1N	4	5	0.3	0	2	2	2	0	-0.1
COc1ccc(S(=O)(=O)N2CCC(NC(=O)c3cccc(F)c3)CC2)cc1	0	-2	2.3	0	-5	-6	6	0	0.0
Cc1cc(C(=O)N2CCCC(C(=O)c3ccc4ccccc4c3)C2)n(C)n1 (stereo unspecified)	-2	-21	1.6	-1	5	2	-4	-3	0.1
CCC1=NN(C(=O)CCc2ccccc2)C(O)(C(F)(F)F)C1 (stereo unspecified)	4	-1	4.7	1	2	-4	13	2	0.0
COc1cccc(NC(=O)CN(C)C(=O)c2cccc(S(=O)(=O)Nc3ccccc3OC)c2)c1	/	2	1.0	2	/	1	1	/	0.0
COc1ccc(C)cc1NS(=O)(=O)c1cccc2nonc12	6	0	2.8	-4	-3	-3	-2	0	0.9
Cc1oc2c(C)c3oc(=O)c(CCC(=O)NCCN4CCOCC4)c(C)c3cc2c1C	5	/	1.0	0	0	1	-9	-5	-0.3
Cc1oc2ccc(O)cc2c1C(=O)c1ccc(Cl)cc1	3	12	3.3	2	10	9	-3	1	0.0
CCC(C(=O)Nc1ccc(N2CCOCC2)c(S(=O)(=O)Nc2ccccc2OC)c1)c1ccccc1 (stereo unspecified)	/	-13	/	/	/	6	-3	/	-0.1
O=C(NCCOc1ccccc1)C1CCC(=O)N(CCCN2CCCC2=O)C1 (stereo unspecified)	2	0	1.4	-4	0	3	8	1	-0.3
CC(CNCC1CCCO1)COc1cccc2ccccc12 (stereo unspecified)	0	4	2.2	-2	-1	4	4	0	0.0
O=C(NCc1cccnc1)c1cc([N+](=O)[O-])ccc1N1CCOCC1	-2	-1	1.2	1	0	5	2	0	0.0

(cont.)
SMILES	core dimer inh	GASC-1 inh	PP5 inh	PP1 inh	Fh CTSL1 inh	proCasp3 act	procasp7 counter	TPT1 inhibitor	Efflux pump mplx
O=C(NCCc1ccc(Cl)cc1)Nc1ccc(Cl)cc1	0	-1	0.1	-2	4	2	-7	0	-0.1
COc1cccc(-n2nc(C(=O)NCC3CCCO3)c3ccccc3c2=O)c1 (stereo unspecified)	-6	3	0.6	-2	-3	2	7	-3	0.0
Cc1ccccc1OCCCC(=O)NC1CCCCC1	-3	-30	1.9	-1	-2	4	-1	-2	0.1
O=C(Nc1ccc(Br)cn1)C1CCCN1S(=O)(=O)c1ccccc1 (stereo unspecified)	-3	5	-0.3	1	2	0	3	-7	0.1
CC1(C)CC(=O)c2c(oc3cc(O)c(O)cc23)C1	-3	-12	3.6	-4	1	-16	-31	2	0.1
Cc1ccc(OCC(=O)N/N=C\c2ccc(C)o2)c(C)c1	3	-17	0.1	-2	1	6	-11	-4	-0.1
CC(CCc1ccc(O)cc1)NCc1ccc(Br)cc1 (stereo unspecified)	-4	20	1.3	3	-8	5	1	-1	0.4
N#Cc1c(-c2ccccc2)cc(-c2ccccc2)nc1SCC(=O)O	8	-1	-0.2	3	3	-4	-3	-1	0.0
Cn1nnnc1SC(C(=O)Nc1ccc(F)cc1)c1ccccc1 (stereo unspecified)	0	-9	-0.9	-4	5	-1	-3	-2	0.1
Cc1ccc(N2CCN(S(=O)(=O)N(C)C)CC2)cc1C	-1	12	0.6	-3	-2	-4	-3	-7	0.4
CS(=O)(=O)Nc1ccc(N2CCCCC2)c(Cl)c1	-2	2	0.8	-3	2	-1	-2	4	-0.1
O=C(OCCOc1ccccc1Cl)c1ccc(-n2cnnn2)cc1	-4	-7	-0.3	2	2	-5	6	-4	-0.2
CC(=O)N1CCCc2cc(S(=O)(=O)N3CCCC(C(=O)Nc4cccc(F)c4)C3)ccc21 (stereo unspecified)	1	22	0.4	0	1	6	6	-3	-0.1
COc1ccc(NC(=O)COC(=O)Cc2cccs2)cc1OC	3	-4	-0.7	-8	-5	5	-1	-2	0.1
Nn1c(Cc2cccc3ccccc23)nnc1SCC(=O)NC1CCS(=O)(=O)C1 (stereo unspecified)	-2	-3	-2.2	0	-2	9	7	-2	0.1

An excerpt from above in order of SMILES length, descending.
SMILES	core dimer inh	GASC-1 inh	PP5 inh	PP1 inh	Fh CTSL1 inh	proCasp3 act	procasp7 counter	TPT1 inhibitor	Efflux pump mplx
CCC(C(=O)Nc1ccc(N2CCOCC2)c(S(=O)(=O)Nc2ccccc2OC)c1)c1ccccc1 (stereo unspecified)	/	-13	/	/	/	6	-3	/	-0.1
COC(CNC(=O)c1cc(C(=O)c2c(-c3c(Cl)cccc3Cl)noc2C)c[nH]1)OC	-1	-21	0.4	-9	-1	9	6	-3	0.1
CCCCCCn1c(CN2CCN(C(=O)OCC)CC2)nc2c1c(=O)n(C)c(=O)n2C	-2	-15	0.7	-3	-1	4	-8	0	0.0
CN(NS(=O)(=O)c1ccc(Cl)cc1)c1ncc(C(F)(F)F)cc1Cl	4	9	2.9	-4	-3	-5	2	4	0.1
O=C(Nc1ccc(Br)cn1)C1CCCN1S(=O)(=O)c1ccccc1 (stereo unspecified)	-3	5	-0.3	1	2	0	3	-7	0.1
O=C(NN1CCN(Cc2ccccc2Cl)CC1)c1ccc(Cl)cc1	3	2	1.1	-2	-1	0	12	1	0.0
CC(C)(C)Sc1ccc(/C=N/O)cc1[N+](=O)[O-]	-4	-2	0.2	-1	-1	-4	6	2	0.1
Cc1ccc(N2CCN(S(=O)(=O)N(C)C)CC2)cc1C	-1	12	0.6	-3	-2	-4	-3	-7	0.4
COc1ccc(NC(=O)COC(=O)Cc2cccs2)cc1OC	3	-4	-0.7	-8	-5	5	-1	-2	0.1

Next results follow:
SMILES	core dimer inh	GASC-1 inh	PP5 inh	PP1 inh	Fh CTSL1 inh	proCasp3 act	procasp7 counter	TPT1 inhibitor	Efflux pump mplx
CC(NC(=O)c1c(O)c2ccccc2[nH]c1=O)c1ccccc1 (stereo unspecified)	13	5	1.1	11	-1	9	9	1	0.1
COc1ccc(C2C3=C(CC(C)(C)CC3=O)Oc3ncn4nc(-c5cccnc5)nc4c32)cc1 (stereo unspecified)	3	-28	0.9	1	14	-2	4	-1	-0.1
NC(=O)C1CCN(CC(=O)Nc2cc(Cl)ccc2Oc2ccccc2)CC1	6	-5	4.2	1	-2	1	4	-1	0.0
O=C(Nc1ccc(Cl)c(S(=O)(=O)N2CCOCC2)c1)[C@@H]1CCCN1C(=O)c1cccs1	/	5	2.6	-10	/	1	0	/	0.0
COc1cc(C(=O)OCC(=O)NC2CCCCC2)cc2c1OCCO2	/	/	0.0	0	/	1	10	/	-0.1
O=C(O)c1cccc(-n2cccc2/C=N/O)c1	-28	14	-0.7	2	-1	0	13	3	-0.1
O=C(Nc1ncc([N+](=O)[O-])s1)C1COc2ccccc2O1 (stereo unspecified)	2	-4	3.6	-2	2	-5	-20	-1	0.1
COCc1ccc([C@@H]2C[C@H]3CN(Cc4ccccc4C)C(=O)[C@]34CCCN24)o1	4	-2	-2.9	-2	4	2	-6	-1	0.0

Compound activity from PubChem.
